From PubChem
Salmonella PhoP GFP: inhibitors of PhoP regulon expression, primary screen, Salmonella Typhimurium, GFP reporter (AID 1863); S. Typhimurium PhoP-regulated promoter GFP reporter, 4 h; higher % means a stronger effect; inhibition, % at 50 µM; hits with a dose series show IC50 in µM; 300,000 compounds, 0.16% hits;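 active means inhibition over 29.93%, a cutoff 3 SD above the screen mean, later confirmed by dose response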;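 further: 0% = low Mg2+ inducing control and 100% = high Mg2+ repressing control; strong numbers were not always called active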
Autophagy HCS: modulators of autophagy | MEF GFP-LC3 puncta imaging; test concentration mostly 10 µM | calls only at 10 µM (by protocol) | 190,000 compounds, 0.98% hits;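 active means percentage of spot-positive cells more than 3 SD above its plate mean, without a fluorescence outlier flag or 80% toxicity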;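 further: spot-positive cell cutoff set from DMSO-treated cells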
T cell modulator: T cell immune modulators affecting CD8 T cell-vesicle binding; 2C CD8+ T cell-vesicle binding, flow cytometry; stronger effect = lower value; calls only at 7 µM; 330,000 compounds, 0.068% hits;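 active means response, share of CD8 T cells binding vesicles, and their 90th percentile fluorescence all below set limits, cut at about 80% in these data, passing the limit was not always enough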
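Benchmarks: naked versus QL9-loaded vesicles / Assay system: purified 2C TCR transgenic mouse naive CD8+ T cells / Technique: high-throughput flow cytometry with anti-B7-1 and anti-CD8 staining / Timing: Cell–vesicle co-incubation 1.5 h at 37 °C, staining 20 min on ice / Read-out: percent CD8+ FL2 mean versus row control / Probe or stimulus: QL9-loaded Drosophila micro-vesicles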
Ins promoter up: MIN6 insulin promoter up-regulation. MIN6 insulin promoter-GFP reporter, high-content imaging; stronger effect = higher value. z-score at 5 µM. 190,000 compounds, 0.3% hits. AID 1625;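 active means z-score above 3 at 5 µM with at least 500 cells counted in the well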
Lipid droplet: modulators of hepatic lipid droplet formation; inhibition, % at 6.5 µM; 240,000 compounds, 0.4% hits; AML12 mouse hepatocytes, oleate lipid droplets, BODIPY imaging; AID 1656;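 active means lipid droplet intensity inhibited by at least 50%, with more than 500 cells counted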
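Test system: AML12 mouse liver cells; schedule: overnight exposure; technique: high-content imaging of BODIPY-stained droplets and DAPI nuclei; read-out: % inhibition of corrected integrated BODIPY droplet signal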
ER stress rescue: rescue of cells from ER stress-induced death, primary screen, 384-well, CSM14.1, thapsigargin, ATP luminescence (AID 1222); CSM14.1 thapsigargin-induced death rescue, ATP luminescence; higher % means a stronger effect; one-dose cellular ATP content (survival), % at 20 µM; EC50 in µM for titrated hits; 190,000 tested, under 10 active;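 active means EC50 below 50 µM in the dose-response confirmation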;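 further: death triggered by thapsigargin at about 15 µM added after 2 h compound pretreatment; cell ATP read after overnight thapsigargin exposure of roughly 18 to 22 hours; normalized against plate controls of thapsigargin alone and 5% DMSO vehicle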
b-catenin transl: modulators of beta-catenin nuclear translocation. HeLa beta-catenin nuclear translocation, immunofluorescence imaging. nuclear translocation activity, % at 5 µM. 190,000 compounds, 0.3% hits. AID 1665;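 active means nuclear translocation activity above 50% at 5 µM, with a well cell count of 50 or more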;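 further: per-cell ratio of nuclear to cytoplasmic median beta-catenin stain intensity; plate controls were DMSO negative control for no effect and GSK-3 inhibitor IX positive control for full effect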
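Test system: HeLa cells, endogenous beta-catenin; Compound: single 5 µM dose plus 0.02–20 µM confirmation series; Times: compound exposure 24 h at 37°C; Signal: fluorescence imaging of beta-catenin antibody stain plus DAPI; Read-out: % activation, nuclear-to-cytoplasmic median beta-catenin signal ratio per cell.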
Dynein cargo inh: dynein cargo transport inhibition. 3617.4 mouse cells, GR-EGFP nuclear translocation imaging; test concentration mostly 20 µM; stimulated with dexamethasone, 1 µM; stronger effect = lower value. z-score, hits read low. 220,000 compounds, 0.47% hits. AID 1381;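 active means plate z-score of nuclear minus cytoplasmic receptor signal below a set negative limit, without overly bright fluorescence or cell loss, cut at about -3.5 in these data, passing the limit was not always enough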;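 further: z-score of nuclear minus cytoplasmic ring GR-EGFP intensity difference per well; some compounds called inactive have numbers as strong as hits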
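Buffer or medium: tetracycline-free induction medium containing charcoal-stripped FBS / Reagent: dexamethasone agonist, 1.0 µM final, for 30 min / Technique: automated 10x imaging of fixed Hoechst-stained cells / Times: induction 48 h, compound 1 h, agonist 30 min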
MT stabilize HCS: microtubule stabilization, imaging screen. % tubulin-high responders, % at 10 µM. HeLa tubulin immunostaining HCS, 24 h; share of cells brighter than vehicle mean+2SD. 200,000 compounds, 0.83% hits;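 active means plate Z-score above 3 for both tubulin-high and condensed-nucleus cell shares, with cell loss under 80%, at 10 µM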;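 further: anti alpha tubulin signal scored within the nucleus-defined area of each cell; some results filed as inactive read as strong as hits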
Dynein cargo inh cytoplasmic EGFP: also measured in Dynein cargo inh; calls as there; z-score; measured here: cytoplasmic GR-EGFP intensity; stronger effect = higher value
Dynein cargo inh nuclear GR-EGFP: recorded beside Dynein cargo inh, whose call it bears; z-score; measured here: nuclear GR-EGFP intensity;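 lower value marks the stronger effect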
Dynein cargo inh cell count: recorded beside Dynein cargo inh, whose call it bears; z-score; measured here: cell count per field
Ins promoter up cell count: second read-out of Ins promoter up, no call of its own (marks repeat the call); cell count; measured here: cytotoxicity, nuclei count;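 total cells summed across four imaged fields per well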
Lipid droplet cells 6.5 µM: second read-out of Lipid droplet, no call of its own (marks repeat the call); cell count; measured here: cell count, cytotoxicity flag;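 cells counted across two imaged fields per well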
b-catenin transl cell count 5 µM: second read-out of b-catenin transl, no call of its own (marks repeat the call); cell count; measured here: cell count, cytotoxicity flag
T cell modulator vesicle-bound %: further read-out of T cell modulator, marked with its call; double positive events, %; measured here: CD8+ vesicle-bound cell fraction;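 binding gate set so that unloaded-vesicle control wells show 10% double positive cells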
MT stabilize HCS Hoechst-high %: recorded beside MT stabilize HCS, whose call it bears; % Hoechst-high responders; measured here: nuclear condensation Hoechst responders;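 share of cells brighter than vehicle mean plus two SD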
MT stabilize HCS cytotoxicity %: further read-out of MT stabilize HCS, marked with its call; toxicity, %; measured here: cytotoxicity by cell density;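 0% = mean cell density of plate MIN control wells and 100% = no cells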
Autophagy HCS cell loss 18 h: further read-out of Autophagy HCS, marked with its call; toxicity, %; measured here: cell loss, nuclei count;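 cell loss after 18 h compound exposure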
The depositor's hits bear a star; i = inactive; · = no result given.

cpd	canonical_smiles	Salmonella PhoP GFP	Autophagy HCS	Autophagy HCS cell loss 18 h	T cell modulator	T cell modulator vesicle-bound %	Ins promoter up	Ins promoter up cell count	Lipid droplet	Lipid droplet cells 6.5 µM	ER stress rescue
1	CC(C)Cc1cc(C(=O)O)c2ccccc2n1	·	i	6	i	21	·	·	·	·	·
2	CCOC(=O)N1CCN(S(=O)(=O)c2ccc3c(c2)CCN3C(=O)C2CC2)CC1	4%	i	18	i	36	-0.8	1656	·	·	6.8%
3	Nc1scc(-c2ccncc2)c1Cl	30%	i	-5	i	28	·	·	0	734	-2.1%
4	CC(=O)O[C@@H]1[C@H](OC(=O)CC(C)C)c2c(ccc3ccc(=O)oc23)OC1(C)C	8%	i	8	i	5	-0.67	1264	-41	712	7.1%
5	N#CC1=C(N)N=C(SCc2cccc3ccccc23)C(C(N)=O)C12CCCCC2 (stereo unspecified)	31%	i	31	i	30	·	·	-4	828	0.1%
6	COc1ccc(C/C(N)=N/O)cc1	-9%	i	-19	i	9	0.13	1389	9	571	7.3%
7	CCc1cc2c(=O)c(Oc3ccccc3)c(C)oc2cc1O	-4%	i	-8	i	22	-0.13	1383	·	·	-1.9%
8	COCCCNC(=O)/C(C#N)=C/c1ccc(OCC(=O)O)c(OC)c1	3%	i	16	i	48	·	·	-2	707	-0.3%
9	C/C=C(/C)C(=O)Nc1cccc(C2=NOC3(C2)C[C@H](C(N)=O)N(C(=O)Cc2ccc([N+](=O)[O-])cc2)C3)c1 (stereo partly specified)	3%	·	·	i	35	-0.54	1006	-3	645	·
10	CC(C)COP(=O)(OCC(C)C)C(O)c1ccccc1F (stereo unspecified)	-2%	i	-33	i	58	·	·	-30	708	-0.5%
11	Cc1ccc(NCCC(=O)c2ccc(Cl)cc2)cc1C	3%	i	-3	i	34	-0.1	1493	·	·	2.0%
12	C=CCOc1ccc(/C(CC)=N/O)cc1OC	-1%	i	-1	i	40	-0.06	984	-15	767	0.2%

cpd	b-catenin transl	b-catenin transl cell count 5 µM	Dynein cargo inh	Dynein cargo inh cytoplasmic EGFP	Dynein cargo inh nuclear GR-EGFP	Dynein cargo inh cell count	MT stabilize HCS	MT stabilize HCS Hoechst-high %	MT stabilize HCS cytotoxicity %
1	·	·	-0.36	-0.23	-0.19	0.49	4.7	2.4	6.5
2	-0.7	1311	0.02	-0.29	-0.21	-0.53	4.7	2.3	7.5
3	0.5	451	0.86	-0.19	0.3	-0.62	3.0	2.0	3.2
4	·	·	-0.34	-0.24	0.21	0.45	3.4	2.2	11
5	·	·	-0.68	-0.33	-0.035	-0.27	1.7	1.3	2.7
6	2.3	507	-0.59	-0.32	-0.59	0.38	3.2	3.4	4.6
7	-3.2	1032	-0.58	-0.2	-0.27	0.66	2.6	2.8	2.5
8	-0.4	965	-0.37	-0.17	-0.22	-0.51	6.5	2.4	10.0
9	0.6	1236	0.022	-0.8	0.045	0.042	·	·	·
10	-0.1	890	-0.21	-0.12	0.35	1.1	2.8	1.6	5.5
11	2.8	1407	-0.42	0.13	-0.36	1.4	1.4	1.1	9.6
12	·	·	-0.66	-0.13	-0.13	0.009	1.1	0.6	6.9

(further entries)
cpd	canonical_smiles	Salmonella PhoP GFP	Autophagy HCS	Autophagy HCS cell loss 18 h	T cell modulator	T cell modulator vesicle-bound %	Ins promoter up	Ins promoter up cell count	Lipid droplet	Lipid droplet cells 6.5 µM	ER stress rescue
13	COc1ccc(/C=C2\SC(=S)N(C(C(=O)O)c3ccccc3)C2=O)c(OC)c1 (stereo unspecified)	2%	·	·	i	48	0.1	1048	-41	708	·
14	N#C/C(=C\c1cccs1)C(=O)NCc1ccccc1	-1%	i	-3	i	3	0.05	1458	-1	563	-1.9%
15	Cc1nc2c([nH]c3ccccc32)c(=O)n1N	-4%	i	6	i	38	-0.34	1138	13	713	-0.3%
16	O=c1c2oc3ccccc3c2[nH]c(=S)n1-c1ccc(F)cc1	-5%	i	7	i	14	·	·	-2	728	-2.2%
17	CCN1CCCC1CNC(=O)C1CCN(Cc2nc(-c3cccc(Br)c3)oc2C)CC1 (stereo unspecified)	13%	i	-5	i	52	-0.96	1111	·	·	-0.8%
18	O=C(Nc1ccc(F)cc1)c1nc2c(nnn2Cc2cccc3ccccc23)c(=O)[nH]1	-13%	·	·	i	29	-0.23	989	0	714	·
19	Clc1ccc(CN2CCCCCCC2)cc1Cl	3%	i	18	i	45	-0.29	1874	-16	683	-1.4%
20	O=C(/C=C(\c1ccc(Cl)cc1)n1cncn1)c1ccc(Cl)cc1	-4%	i	0	i	40	·	·	6	814	-0.6%
21	CCn1c(CNC(=O)c2ccco2)nnc1SCC(=O)Nc1cc(C)c(C)cc1Br	-1%	i	9	i	49	-0.28	951	20	811	-0.5%
22	Cc1ccc2cc(CN(C(=O)C3CCCO3)C3CCCCC3)c(=O)[nH]c2c1 (stereo unspecified)	23%	i	9	i	19	-0.21	997	·	·	-0.6%
23	CCCCNC(=S)NCCN1CCN(C(=S)NCCCC)CC1	1%	i	12	i	40	0.47	1414	6	704	-0.4%
24	O=C(CSc1nnc(SCc2ccccc2)s1)N/N=C/C=C/c1ccco1	-16%	i	-3	i	41	-0.58	1375	-18	660	-3.2%

cpd	b-catenin transl	b-catenin transl cell count 5 µM	Dynein cargo inh	Dynein cargo inh cytoplasmic EGFP	Dynein cargo inh nuclear GR-EGFP	Dynein cargo inh cell count	MT stabilize HCS	MT stabilize HCS Hoechst-high %	MT stabilize HCS cytotoxicity %
13	0.1	1340	0.17	-0.13	0.12	-0.54	·	·	·
14	0.4	1128	1.1	-0.26	0.74	-0.18	3.3	1.8	2.8
15	-1.0	1106	0.43	-0.21	0.3	-0.071	3.2	3.9	11
16	-0.8	1084	-0.81	0.63	-0.34	0.56	1.3	1.3	1.9
17	-4.0	930	0.11	-0.14	0.24	-0.38	3.9	2.4	4.6
18	1.0	1223	5.6	4.1	5.3	0.35	·	·	·
19	0.0	1170	-0.74	-0.21	0.012	0.38	3.1	1.7	5.3
20	·	·	-0.53	-0.2	-0.33	1.2	3.3	2.8	7.1
21	·	·	1.1	0.21	1.1	-0.32	1.3	1.1	8.0
22	3.5	1166	0.51	0.16	0.55	-0.5	2.8	2.3	13
23	-2.7	1161	-0.16	-0.26	-0.037	1.1	2.0	1.9	6.2
24	0.4	885	0.99	-0.17	0.3	-0.49	3.2	3.4	7.6

New compounds follow.
cpd	canonical_smiles	Salmonella PhoP GFP	Autophagy HCS	Autophagy HCS cell loss 18 h	T cell modulator	T cell modulator vesicle-bound %	Ins promoter up	Ins promoter up cell count	Lipid droplet	Lipid droplet cells 6.5 µM	ER stress rescue
25	CCOC(=O)CSc1nnc(CNC(=O)c2ccc(OC)c(OC)c2)n1C	14%	i	-3	i	32	0.11	1835	-7	696	-1.6%
26	CCOC(=O)C(Cc1ccccc1)c1ccnc2nc(N)nn12 (stereo unspecified)	1%	i	11	i	41	-0.23	1396	20	727	-0.7%
27	Cc1cc(C)nc(Sc2nc(C)nc3c2oc2ccccc23)n1	14%	i	16	i	56	0.18	1412	·	·	-0.4%
28	O=C1NC(c2ccc(-c3ccccc3[N+](=O)[O-])o2)C(C(=O)c2ccccc2)C(O)(C(F)(F)F)N1 (stereo unspecified)	-8%	i	-8	i	55	0.9	1539	2	667	-2.1%

cpd	b-catenin transl	b-catenin transl cell count 5 µM	Dynein cargo inh	Dynein cargo inh cytoplasmic EGFP	Dynein cargo inh nuclear GR-EGFP	Dynein cargo inh cell count	MT stabilize HCS	MT stabilize HCS Hoechst-high %	MT stabilize HCS cytotoxicity %
25	-1.2	1038	-0.2	0.39	0.64	-1.7	2.4	1.7	6.2
26	-3.5	1134	0.43	-0.32	0.93	-1.2	2.1	2.3	2.8
27	8.6	1332	-0.17	-0.16	-0.12	-0.46	3.0	1.7	11
28	-1.7	1139	0.66	-0.089	0.7	-1.2	2.9	3.6	7.4

Random excerpt: two entries already listed
cpd	canonical_smiles	Salmonella PhoP GFP	Autophagy HCS	Autophagy HCS cell loss 18 h	T cell modulator	T cell modulator vesicle-bound %	Ins promoter up	Ins promoter up cell count	Lipid droplet	Lipid droplet cells 6.5 µM	ER stress rescue
25	CCOC(=O)CSc1nnc(CNC(=O)c2ccc(OC)c(OC)c2)n1C	14%	i	-3	i	32	0.11	1835	-7	696	-1.6%
26	CCOC(=O)C(Cc1ccccc1)c1ccnc2nc(N)nn12 (stereo unspecified)	1%	i	11	i	41	-0.23	1396	20	727	-0.7%

cpd	b-catenin transl	b-catenin transl cell count 5 µM	Dynein cargo inh	Dynein cargo inh cytoplasmic EGFP	Dynein cargo inh nuclear GR-EGFP	Dynein cargo inh cell count	MT stabilize HCS	MT stabilize HCS Hoechst-high %	MT stabilize HCS cytotoxicity %
25	-1.2	1038	-0.2	0.39	0.64	-1.7	2.4	1.7	6.2
26	-3.5	1134	0.43	-0.32	0.93	-1.2	2.1	2.3	2.8

No enrichment for hits; any-hit rate near 3%.
